TRHR PAM – allosteric enhancers of human TRH receptor; P34981; TRHR cells, fluo-8 calcium fluorescence, EC20 TRH enhancement; enhancement, % at 2 µM; 0.66% of 360,000 active; in the data active = enhancement above about 30%; also: 0% is about no effect
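Enhancer read-out: after compound pinning and an initial kinetic agonist-mode read, an EC20 of TRH (10 nM final) was injected and fluo-8 calcium signal (Ex 480/Em 530) followed at 1 s/cycle for 100 cycles in TRHR-expressing cells.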
D1 potentiator – enhances dopamine response at the human D1 receptor; P21728; AID 504651; 0.036% of 360,000 active; potentiation, % at 10 µM; HEK293 TREx D1 cells, calcium flux, dopamine EC20 potentiation; in the data active = potentiation above about 30%; also: 0% is about no effect
Target sequence (P21728 whole entry, looked up): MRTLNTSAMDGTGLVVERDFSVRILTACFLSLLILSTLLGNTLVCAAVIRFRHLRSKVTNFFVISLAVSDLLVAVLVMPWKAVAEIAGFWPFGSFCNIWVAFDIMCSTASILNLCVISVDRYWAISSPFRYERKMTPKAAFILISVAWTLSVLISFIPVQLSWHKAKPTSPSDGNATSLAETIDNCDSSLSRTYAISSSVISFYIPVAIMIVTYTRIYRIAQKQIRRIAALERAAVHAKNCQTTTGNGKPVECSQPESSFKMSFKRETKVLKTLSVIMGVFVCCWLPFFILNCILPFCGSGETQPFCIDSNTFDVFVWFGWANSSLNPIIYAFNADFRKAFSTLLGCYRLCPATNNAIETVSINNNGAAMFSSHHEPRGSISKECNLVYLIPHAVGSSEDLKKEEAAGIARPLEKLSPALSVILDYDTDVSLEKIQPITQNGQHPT
RXFP1 ag – RXFP1 (human) receptor agonism; Q9HBX9; HEK293T-RXFP1 cAMP TR-FRET, 30 min; response scale: percent of porcine relaxin response, buffer zero; Potency, µM (titrated, usually from 57.5 µM), inactives show top-dose activation, usual class: activators; 0.3% of 370,000 active; also: potency is read from the fitted curve at half-maximal effect; % is scaled to controls: 0 for no effect and ±100 for the full control effect; nearly all actives have a fitted effect of over 60% in size; many of its hits are not listed in these tables
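cAMP rise read by TR-FRET after 30 min, 37C compound exposure (up to 58 uM) in RXFP1-transfected HEK293 cells with Ro 20174 present. EC50 from Hill-equation fits, with 29 nM porcine relaxin as 100% and buffer as basal.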
RXFP1 antagonist – antagonists of human relaxin receptor RXFP1; Q9HBX9; HEK293-RXFP1, relaxin-stimulated cAMP HTRF, 30 min; hits give low values; activity change, negative = inhibition, % at 57.5 µM; 0.59% of 350,000 active; AID 1259400;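 active = activity change of -60% or lower, but not beyond a set lower limit; inconclusive = change between -60% and -40%, or beyond the set limit; inactive = change above -40%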; also: % is scaled to controls: 0 for no effect and ±100 for the full control effect
D2 PAM – positive allosteric modulators of human D2 dopamine receptor; P14416; HEK293 T-REx D2, calcium flux, EC20 dopamine potentiation; potentiation, % at 10 µM; 0.34% of 340,000 active; AID 485347;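 active = potentiation over 3 SD above the plate norm, cut at about 30% in these data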; also: 0% is about no effect
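Tetracycline-induced HEK293 T-REx cells force-coupled to calcium signalling expressed D2; compounds were pin-added after a 10 s baseline, read kinetically 180 s, then an EC20 dopamine challenge followed with a further 180 s calcium read.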
D1 antagonist – human D1 dopamine receptor antagonism. activity change, negative = inhibition, % at 10 µM. P21728. 3.2% of 360,000 active. HEK293 TREx D1 cells, calcium flux, dopamine EC80; hits give low values; in the data active = activity change below about -30%; also: % is scaled to controls: 0 for no effect and ±100 for the full control effect
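Using tetracycline-induced force-coupled D1 Hek293 cells and a calcium dye, signals were followed for 180 s after compound, then for 180 s after EC80 dopamine, to detect inhibitors.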
TRHR agonist – TRH receptor (human) agonism | TRHR cells, calcium flux fluo-8, FDSS agonist mode | activation, % at 2 µM | 0.18% of 360,000 active; in the data active = activation above about 30%; also: 0% is about no effect
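TRHR-expressing cells loaded with fluo-8 calcium dye; 23 nL library compound pin-transferred, kinetic FDSS fluorescence (Ex 480/Em 530) recorded about 180 s for agonist-induced calcium release, before a 10 nM TRH EC20 addition for potentiator mode.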
D1 agonist – human D1 receptor agonism. HEK293 T-REx D1 cells, calcium flux, agonist mode. 1% of 360,000 active. P21728. activation, % at 2 µM; in the data active = activation above about 30%; also: 0% is about no effect
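Agonism was scored from calcium flux recorded over 180 s (1 read/s) after pintool compound addition, following a 10-cycle baseline. Cells were inducible force-coupled HEK293 TREx D1, plated overnight at 30 C and loaded with no-wash calcium dye.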
Apoferritin bind – candidate novel general anesthetic via apoferritin binding; Potency, µM (highest dose often 77.5 µM), for inactives: top-dose activity change, negative = displacement, usual class: inhibitors; P02791; apoferritin/1-aminoanthracene competitive binding, fluorescence; 0.074% of 350,000 active; also: potency is read from the fitted curve at half-maximal effect; % is scaled to controls: 0 for no effect and ±100 for the full control effect; nearly all actives have a fitted effect of over 20% in size
Target sequence (P02791 2-175 limits assumed): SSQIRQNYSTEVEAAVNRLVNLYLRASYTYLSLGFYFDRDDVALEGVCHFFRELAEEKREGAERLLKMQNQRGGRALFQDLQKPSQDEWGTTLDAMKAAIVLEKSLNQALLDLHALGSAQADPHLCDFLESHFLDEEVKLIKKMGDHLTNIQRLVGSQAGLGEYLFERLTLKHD
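In PBS, apoferritin at 10 uM is loaded with 1-AMA from a 50% saturated solution. After 10 min of compound exposure at ambient temperature, reduced 535 nm fluorescence indicates probe displacement.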
* hit, by the source's call; ? = inconclusive; / = no result given; & = joins results of further samples; [ ] = another dose, or the depositor's remark. Unless noted, calls follow the shape of the dose curve; as a rule, active = well fitted curve in the direction sought with a large enough effect; inconclusive = small, poorly fitted or top-dose-only effect, or another doubt; inactive = no such curve, though single readings can be large; an effect the other way counts as inactive or inconclusive. An excerpt, so the mix of outcomes need not match the whole.

item	compound	TRHR PAM	D1 potentiator	RXFP1 ag	RXFP1 antagonist	D2 PAM	D1 antagonist	TRHR agonist	D1 agonist	Apoferritin bind
1	O=C(CCCCCn1nnc2ccccc2c1=O)Nc1ccccc1F	-3	-13	1.7%	-4	-4	-17	-0.6	10	-6%
2	Cc1ccc(-c2nc(CS(=O)(=O)CC(=O)NC3CCCCC3C)c(C)o2)cc1 (stereo unspecified)	15	11	0.2%	/	5	5	-0.2	3	?
3	CCOc1ccc(C(=O)Nc2cccc(NC(=O)c3cccs3)c2)cc1[N+](=O)[O-]	4	-6	0.9%	-1	4	-7	-0.8	3	-4%
4	CCn1c(C(=O)Nc2ccccc2C(=O)OC)cc2sc(Cl)cc21	4	8	24%	0	6	15	-0.2	3	4%
5	O=C(NNC(=O)c1ccc(NC(=O)c2ccccc2)cc1)Nc1ccccc1	-9	-3	8.2%	-7	1	-5	0.8	9	-9%
6	COC(=O)c1ccc(-c2cc3onc(-c4ccccc4)c3c(=O)n2C)cc1	1	-1	0.0%	/	/	10	0.1	11	/
7	Cc1cc(C)n(C(=O)c2cccc(S(=O)(=O)N3CCCC3)c2)n1	-10	-2	1.5%	2	-3	-9	-0.3	2	-13%
8	CCC1Oc2ccc(C)cc2N(CC(=O)N(Cc2cccnc2)Cc2cccc(F)c2)C1=O (stereo unspecified)	-12	9	-2.7%	-12	-1	22	0.5	1	-13%
9	Cc1nc2c(ccc3c([N+](=O)[O-])cccc32)c(C)c1C	4	-4	0.9%	-1	6	-10	0.9	0	-6%
10	CCOC(=O)c1sc2nc(CC(=O)OC)nc(NCCN(CC)CC)c2c1C	-8	1	-1.1%	-4	-17	5	2.2	4	-23%
11	Cc1ccsc1-c1nc(CSCC(=O)N2CCN(c3ccccc3)CC2)c(C)o1	6	/	4.2%	-5	13	8	-0.4	0	-13%
12	CCN(CC)S(=O)(=O)c1ccc(N2CCCCS2(=O)=O)cc1	12	9	-0.5%	-1	2	-3	0.2	4	12%
13	COc1ccc2c(CNC3CCC(C)CC3)c(C(=O)O)n(Cc3ccccc3)c2c1 (stereo unspecified)	3	-3	-0.6%	/	-7	15	0.2	0	-2%
14	COc1ccc(Cl)c2sc(NC(=O)c3ccc(S(=O)(=O)N4CCOCC4)cc3)nc12	6	1	8.0%	/	8	7	0.8	5	-2%
15	Cc1onc(-c2ccccc2)c1C(=O)Nc1nnc(C(C)(C)C)s1	-1	7	0.1%	3	27	7	-0.3	-1	-13%

Remaining list, next part.
item	compound	TRHR PAM	D1 potentiator	RXFP1 ag	RXFP1 antagonist	D2 PAM	D1 antagonist	TRHR agonist	D1 agonist	Apoferritin bind
16	Cc1ccc(-c2noc(CCC(=O)NC3CCN(Cc4ccccc4)CC3)n2)cc1	15	-3	-1.0%	-2	2	-20	-0.1	28	-7%
17	Cc1c(C(=O)Nc2c(F)cccc2F)sc2ncnc(N3CCN(c4ccccc4)CC3)c12	-5	-4	0.3%	-1	-4	-8	-2.7	3	-5%
18	COc1ccc(S(=O)(=O)N2CCOC23CCN(S(=O)(=O)c2ccc(F)cc2)CC3)cc1	2	-3	-0.6%	-14	6	10	0.1	10	/
19	CN(CC(=O)NC1CC(C)(C)NC(C)(C)C1)S(=O)(=O)c1ccc(Br)cc1	0	-2	-0.3%	-8	-3	-5	0.7	-1	-6%
20	Cc1ccc(NC(=O)COC(=O)CN2CCCCCC2=O)cc1C	-6	-6	-0.6%	-1	22	-2	0.5	0	/
21	O=C(O)CN=C(NS(=O)(=O)c1ccc(Cl)cc1)c1ccccc1	-2	1	2.2%	-4	2	-5	0.1	3	-13%
22	CN(C)CCNC(=O)Cn1nc(N2CCN(c3ccccc3)CC2)ccc1=O	0	-2	-1.7%	-4	-3	11	-0.6	4	8%
23	CCCn1c(=N)c(C(=O)NCc2ccco2)cc2c(=O)n3cc(C)ccc3nc21	6	0	2.9%	/	4	7	-0.2	-1	6%
24	CC(C)C(=O)Nc1nnc(S(=O)(=O)N2CCc3ccccc32)s1	-1&22	0&-3	-0.5%&5.5%	-16	6&1	2&6	3.5&-0.2	8&2	-10%&-7%
25	CCOC(=O)Cn1nc(C)c2c1CCCC2=O	-4	1	3.0%	1	2	7	0.0	1	-5%
26	C=C/C(C)=C/C[C@H]1C(=C)CCC2[C@](C)(C(=O)O)CCC[C@@]21C (stereo partly specified)	-7	1	2.2%	/	6	3	-0.6	4	/
27	COc1cc(NC(=O)c2ccccc2)c(OC)cc1NC(=O)Cc1ccccc1	2	-5	0.1%	5	5	9	0.3	2	-5%
28	CCn1cc(C(=O)Nc2sc(C)c(C)c2C(=O)OC)cn1	-7	-4	2.6%	-3	/	5	-0.3	-1	4%
29	Cc1nc2ccc(C(=O)N3c4ccccc4CC3C)cc2s1 (stereo unspecified)	1	-3	1.3%	0	4	7	-0.9	2	-12%
30	Cc1ccc(CSC2=NCCN2C(=O)c2ccc([N+](=O)[O-])cc2)cc1	-4	-5	-1.8%	-4	1	-19	-0.4	3	?

(next part)
item	compound	TRHR PAM	D1 potentiator	RXFP1 ag	RXFP1 antagonist	D2 PAM	D1 antagonist	TRHR agonist	D1 agonist	Apoferritin bind
31	CCOC(=O)c1sc(=S)n(-c2ccc(Cl)cc2)c1SC	-13	-4	2.4%	-19	-5	-8	-1.4	5	-11%
32	CCc1ccc(NC(=O)Nc2cn(C)c(=O)c3ccccc23)cc1	-4	-2	-1.1%	6	8	-28	-0.2	2	48%[activator]
33	Cc1cc(C2=NNC(=NCCc3ccccc3)SC2)c(C)n1-c1c(C)n(C)n(-c2ccccc2)c1=O	8	2	0.7%	-7	-4	8	-0.6	2	-11%
34	O=C(NCc1ccc(S(=O)(=O)NC2CCCCC2)s1)c1ccccc1	-5	-3	-0.4%	-19	-6	5	-1.9	2	5%
35	O=C(COc1ccc(/C=N/NC(=O)c2ccc(O)cc2)cc1)Nc1cccc([N+](=O)[O-])c1	-3	7	-0.5%	-8	-2	11	0.2	3	-4%
36	S=c1nc[nH]c2c1[nH]c1ccc(Cl)cc12	-1	-6	3.2µM*	-36	-1	-1	0.2	1	0%
37	CCc1c(C#N)c(SCc2c(C)noc2C)nc2c1C(=O)CC(C)(C)C2	-1	-2	0.7%	-12	/	9	0.4	4	?
38	COc1ccc(NC(=O)CN2C(=O)NC3(CC(C)CC(C)(C)C3)C2=O)cc1S(=O)(=O)N1CCCCC1 (stereo unspecified)	-2	-6	0.9%	-19	-3	-24	-0.9	1	/
39	CCc1ccc(-c2csc3ncn(CC(=O)N4CCOCC4)c(=O)c23)cc1	-9	-1	0.1%	-1	0	0	-0.6	1	-12%
40	Cc1cccc(Oc2ccc(N)cc2)c1	6	-3	0.5%	18	7	-2	0.3	2	?
41	COc1ccc(OCC(=O)Nc2cccc(-c3nc4ccccc4[nH]3)c2)cc1	4	-1	-1.3%	4	7	6	-0.2	1	-4%
42	CCCCOC(=O)c1ccc(NC2=NS(=O)(=O)c3ccccc32)cc1	1	-3	8.6%	/	8	-43*	0.2	1	-13%
43	Cc1cccc2c3c([nH]c12)CCN(C)C3	-5	-12	11%	-3	-28	-27	1.2	6	-4%
44	COCc1[nH]nc2c1C(c1ccnc3ccccc13)C(C#N)=C(N)O2 (stereo unspecified)	2	-4	1.1%	3	1	10	0.9	6	-12%
45	CCn1c(C)c(C)c2cc(C(=O)NCCc3ccc(C)cc3)ccc21	23	-7	0.2%	-19	-11	-1	-0.3	7	10%

(list continues)
item	compound	TRHR PAM	D1 potentiator	RXFP1 ag	RXFP1 antagonist	D2 PAM	D1 antagonist	TRHR agonist	D1 agonist	Apoferritin bind
46	CC(=O)/C(=N/Nc1ccc(Br)cc1)N1CCCc2ccccc21	-6	3	-13%	-15	-4	2	-0.7	2	6%
47	Fc1ccc(OCc2nn[nH]n2)c(F)c1	2	0	-0.1%	11	-8	4	0.0	5	-11%
48	O=S(=O)(c1ccccc1)n1c(C(O)c2ccccn2)cc2ccccc21 (stereo unspecified)	0	-4	-0.3%	-12	7	-3	0.4	6	-1%
49	CC(=O)c1c(C)nc(-c2ccc(Cl)cc2)nc1NC(=O)C(C)C	-3	2	0.5%	-9	-2	5	-0.1	1	-10%

Entries above containing two or more sulfur atoms (seven):
item	compound	TRHR PAM	D1 potentiator	RXFP1 ag	RXFP1 antagonist	D2 PAM	D1 antagonist	TRHR agonist	D1 agonist	Apoferritin bind
11	Cc1ccsc1-c1nc(CSCC(=O)N2CCN(c3ccccc3)CC2)c(C)o1	6	/	4.2%	-5	13	8	-0.4	0	-13%
12	CCN(CC)S(=O)(=O)c1ccc(N2CCCCS2(=O)=O)cc1	12	9	-0.5%	-1	2	-3	0.2	4	12%
14	COc1ccc(Cl)c2sc(NC(=O)c3ccc(S(=O)(=O)N4CCOCC4)cc3)nc12	6	1	8.0%	/	8	7	0.8	5	-2%
18	COc1ccc(S(=O)(=O)N2CCOC23CCN(S(=O)(=O)c2ccc(F)cc2)CC3)cc1	2	-3	-0.6%	-14	6	10	0.1	10	/
24	CC(C)C(=O)Nc1nnc(S(=O)(=O)N2CCc3ccccc32)s1	-1&22	0&-3	-0.5%&5.5%	-16	6&1	2&6	3.5&-0.2	8&2	-10%&-7%
31	CCOC(=O)c1sc(=S)n(-c2ccc(Cl)cc2)c1SC	-13	-4	2.4%	-19	-5	-8	-1.4	5	-11%
34	O=C(NCc1ccc(S(=O)(=O)NC2CCCCC2)s1)c1ccccc1	-5	-3	-0.4%	-19	-6	5	-1.9	2	5%

Screening results (PubChem)
